# Bioassay records (PubChem)
# TRPM1 prom inh = inhibitors of MITF-driven TRPM1 promoter in melanoma cells | SK-MEL-5 TRPM1 promoter luciferase, 24 h | AID 488899 | inhibition, % at 12.5 µM | hit rate 0.83% among 330,000;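 active = mean inhibition across replicates of 60% or more, whatever share of single replicates reaches that level; inconclusive = some that reach 60%, reason not given; inactive = mean inhibition across replicates below 60%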; note: values of inactives mirror those of a sister screen read the other way
# NR2E3 ag-1 = NR2E3 (human) agonism. Q9Y5X4. GST-NR2E3/biotin-RetCOR TR-FRET, 1536-well. inhibition of corepressor binding, % at 4.78 µM. hit rate 0.12% among 320,000. AID 2300;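 active = percent inhibition above the cutoff of mean plus 3 SD of all tested compounds, set per screening campaign, cut at about 20% in these data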;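 note: 0% = DMSO wells and 100% = biotin wells as full block of FRET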
# Target sequence (Q9Y5X4 whole entry, looked up): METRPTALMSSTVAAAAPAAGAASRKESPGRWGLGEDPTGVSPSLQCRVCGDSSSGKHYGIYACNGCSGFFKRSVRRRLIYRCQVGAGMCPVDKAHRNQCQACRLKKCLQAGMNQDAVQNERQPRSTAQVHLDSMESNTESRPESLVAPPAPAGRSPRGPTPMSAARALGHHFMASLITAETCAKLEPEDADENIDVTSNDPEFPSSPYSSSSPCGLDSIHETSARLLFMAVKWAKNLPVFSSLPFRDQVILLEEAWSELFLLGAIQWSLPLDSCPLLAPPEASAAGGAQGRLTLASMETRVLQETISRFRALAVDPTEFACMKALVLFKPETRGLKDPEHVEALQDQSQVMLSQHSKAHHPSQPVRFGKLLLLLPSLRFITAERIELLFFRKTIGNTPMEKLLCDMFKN
#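 System: GST-NR2E3 and biotin-RetCOR proteins; probe or stimulus: 7 nM biotin-RetCOR; doses: compound at 4.8 µM, single dose; schedule: Compound–protein incubation for 5 h at 4 °C; detection: time-resolved FRET; read-out: percent inhibition; controls: biotin wells as high control, 0.6% DMSO wells as low control; format: 1536-well plates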
# Peg3 promoter = Peg3 promoter activity inhibition. inhibition, % at 20 µM. HeLa PEG-Prom luciferase reporter, luminescence, overnight. hit rate 1.7% among 360,000;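 active = inhibition of at least 50% at 20 µM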
# NR2E3 ag-2 = activates human NR2E3 receptor. AID 602229. hit rate 0.35% among 360,000. CHO-S Gal4-NCOR/VP16-NR2E3 two-hybrid, luciferase. inhibition of corepressor binding, % at 3.98 µM. Q9Y5X4;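 active = inhibition above the mean of all tested compounds plus 3 SD, cut at about 70% in these data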;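 note: 0% = DMSO with NR2E3 transfected cells and 100% = cells lacking NR2E3 construct; higher means lower luciferase signal from less NR2E3 corepressor binding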
# PDI turbidity = blocks human protein disulfide isomerase activity; PDI insulin aggregation turbidity, A650, 90 min; inhibition, % at 10 µM; P07237; hit rate 0.052% among 350,000;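 active = mean inhibition across replicates of 30% or more, whatever share of single replicates reach that level; inconclusive = mean inhibition below 30% while every single replicate reaches 30%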;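 note: absorbance from insulin aggregation driven by PDI reduction with DTT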
# Target sequence (P07237 whole entry, looked up): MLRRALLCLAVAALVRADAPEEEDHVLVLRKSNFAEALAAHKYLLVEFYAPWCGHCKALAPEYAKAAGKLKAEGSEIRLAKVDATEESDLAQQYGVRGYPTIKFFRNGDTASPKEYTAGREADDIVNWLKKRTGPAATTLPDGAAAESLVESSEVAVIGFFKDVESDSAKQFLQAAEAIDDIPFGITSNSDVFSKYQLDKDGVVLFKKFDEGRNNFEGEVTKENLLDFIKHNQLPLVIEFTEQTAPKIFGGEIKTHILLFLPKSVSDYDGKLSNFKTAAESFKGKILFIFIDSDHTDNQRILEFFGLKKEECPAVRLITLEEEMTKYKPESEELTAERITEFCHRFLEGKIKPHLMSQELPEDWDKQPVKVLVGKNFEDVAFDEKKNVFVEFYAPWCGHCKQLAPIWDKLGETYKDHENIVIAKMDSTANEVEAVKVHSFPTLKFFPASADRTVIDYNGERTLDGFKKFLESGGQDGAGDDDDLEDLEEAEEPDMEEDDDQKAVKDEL
# KKLEB cytotox = counter-screen for CF NF-kB inhibitors: cytotoxicity; hit rate 0.36% among 360,000; activity change (cytotoxicity), % at 5 µM; KKLEB CF airway cells viability, ATPlite luminescence, overnight; active compounds read low; cells stimulated with P. aeruginosa culture filtrate;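 active = corrected activity change at or below -50% at 5 µM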
# Vif inh = blocks HIV Vif function. HEK293T cells, Vif self-association by quenched fluorescence, imaging, 24 h. inhibition, % at 7.49 µM. hit rate 0.35% among 340,000; in the data active = inhibition above about 50%, passing the limit was not always enough; inconclusive = no clear call, values can overlap the other calls; inactive = below about 31%; note: some results filed as inactive read as strong as hits
# Shn3 inh set2 = reduces Shn3 3'UTR luciferase signal in osteoblasts | Clone20 osteoblast Shn3 3'UTR firefly luciferase, 24 h | inhibition, % at 12.5 µM | hit rate 0.52% among 360,000 | AID 588674;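 active = mean inhibition of at least 75% with every replicate also reaching 75%; inconclusive = mean inhibition at least 75% but some replicate below; inactive = mean inhibition below 75%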;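 note: 0% = median of neutral control wells and 100% = pilot-screen positive control compound; some compounds past the cut are filed as inactive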
# CaV13 FRET inh = Disruptors of the CACNA1D IQ motif to Ca2+-dependent inactivation inhibitor domain association, primary screening, Förster resonance energy transfer in intact living …; HEK cells, CFP/YFP FRET ICDI-IQ, plate reader, 10 min; percent FRET-ratio fall versus neutral wells; inhibition, % at 12.3 µM; hit rate 0.098% among 340,000; AID 743397;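 active = mean replicate inhibition of at least 30% and at least 1% of replicates passing that level; inconclusive = only one of the two criteria is met; inactive = neither criterion is met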;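 note: 0% = median of the neutral control wells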
# CF NFkB inh = cystic fibrosis NF-kB activation inhibition; hit rate 0.86% among 360,000; AID 588850; inhibition, % at 5 µM; KKLEB NF-kB-GFP reporter, PAF-induced, GFP fluorescence overnight;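 active = at least 50% inhibition at 5 µM, scaled per plate between neutral and stimulator controls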;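 note: PAF is a Pseudomonas aeruginosa culture filtrate used as stimulus; plate controls were PAF-stimulated DMSO wells for no effect and unstimulated DMSO wells for full effect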
# HIF-2a inh = HIF-2a inhibition; 786-0 RCC cells HIF-2a reporter, luciferase luminescence, overnight; inhibition, % at 18.8 µM; hit rate 0.72% among 360,000; AID 624352;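 active = inhibition of the luminescence signal of 40% or more relative to plate controls, in a single-dose primary screen at 18.75 µM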
# * marks the source's active call; other numbers are inactive results; ? = inconclusive; · = not tested or not shown.
SMILES,TRPM1 prom inh,NR2E3 ag-1,Peg3 promoter,NR2E3 ag-2,PDI turbidity,KKLEB cytotox,Vif inh,Shn3 inh set2,CaV13 FRET inh,CF NFkB inh,HIF-2a inh
O=C(COC(=O)c1ccccc1Nc1ccccc1F)c1ccccc1,0,1,1,-7,1,4,-2,5,-17,-10,14
CCOc1ccc(S(=O)(=O)N2CCN(S(=O)(=O)c3ccc(C)c(C)c3)CC2)cc1,0,·,16,7,-19,8,12,8,-4,-21,23
Cc1nc2ccccn2c(=O)c1NC(=O)c1ccco1,·,·,3,-35,2,-4,19,-7,25,-3,9
CCOc1ccc(NC(=O)COc2ccc(C(=O)NC3CCCc4ccccc43)cc2OC)cc1 (stereo unspecified),36,-2,46,21,-36,-17,-15,9,-3,17,-2
Cc1noc(C)c1C(=O)Nc1nc2ccc(Cl)cc2s1,-47,-6,-201,-136,4,20,-2,-53,-7,-18,-230
CCCCOC(=O)c1ccc(NC(=O)/C=C/c2cccs2)cc1,-21,4,-147,-69,3,-1,-2,-20,-7,-21,-178
COc1ccc(C(=O)C2CCCN(Cc3cnc(N4CCCC4)s3)C2)cc1OC (stereo unspecified),-7,0,10,3,-1,-14,3,8,-20,-1,21
Cc1cc(C)n2nc(SCC(=O)NC3CCCC(C)C3C)nc2n1 (stereo unspecified),19,1,7,6,11,4,4,-10,-6,-19,0
CC(=O)C1=C(O)C(=O)N(c2ccc(S(N)(=O)=O)cc2)C1c1ccccc1F (stereo unspecified),-6,-1,-2,-23,-2,0,10,-25,-3,0,2
Cc1ccccc1C(=O)NC(CC(C)C)C(=O)OCc1cc(=O)n2cc(Br)ccc2n1 (stereo unspecified),-59,-2,-249,-100,14,-4,-25,-76,-5,7,-206
CC(=O)Nc1ccc(NC(=O)Cc2ccc(-c3ccccc3)cc2)cc1,2,2,2,-25,-1,-7,8,-4,-5,-7,3
Cc1ccc(S(=O)(=O)NC2=NCN(Cc3cccnc3)CN2)cc1,2,1,4,31,-3,0,9,7,-8,14,24
Cc1ccccc1Cn1cnc2c(oc3ccccc32)c1=O,-13,1,-41,-54,-5,3,8,2,-6,-6,-135
Clc1cccc(-c2nc3ccc(Cl)cn3c2Cc2ccsc2)c1,·,·,-149,-39,·,-11,·,-61,·,-24,-280
Clc1ccccc1CSC1=NCCCN1,-3,1,13,-4,8,-10,-2,0,-5,-8,17
Cc1ccc(C(=O)OC/C(O)=C(\C#N)c2nc3ccccc3[nH]2)cc1S(=O)(=O)N1CCOCC1,18,-1,-6,11,-5,-11,2,25,-4,16,3
CCC1CCCCN1C(=S)NC(=O)c1ccc(F)c(S(=O)(=O)N2CCOCC2)c1 (stereo unspecified),5,-1,20,-19,5,5,-5,9,2,5,5
COc1ccc(N2CCN(CC(=O)Nc3ccccc3C(=O)NC(C)c3ccccc3)CC2)cc1 (stereo unspecified),·,·,16,1,-1,-2,17,-9,-5,-18,10
Cc1cccc(NS(=O)(=O)c2cccc(C(=O)NCC(c3ccco3)N3CCCCC3)c2)c1 (stereo unspecified),1,1,-1,7,-1,-8,-1,-90,-7,17,22
C/C(CCc1ccc2c(c1)OCO2)=N\NC(=O)c1ccccc1,4,2,1,-90,-4,-19,2,-17,-19,15,-5
COc1cccc(CNC(=O)Cc2ccc(S(=O)(=O)N3CCOCC3)s2)c1,-2,-3,0,6,4,6,23,1,-4,12,3
CN(C)CC(CCCCC(CN(C)C)C(=O)c1ccccc1)C(=O)c1ccccc1 (stereo unspecified),-10,0,8,-7,0,-7,2,23,-7,0,7
CON(C)C(=O)CCN(Cc1ccccc1)C(=O)OC(C)(C)C,3,·,-7,12,-3,-6,-18,-5,-11,4,-1
Cc1c(C(=O)Nc2ccncc2)oc2c1C(=O)CC(C)(C)C2,4,-3,24,-2,-3,4,0,-5,-6,-21,-8
O=C(O)CC(c1ccccc1)N1C(=O)c2cccc([N+](=O)[O-])c2C1=O (stereo unspecified),-2,2,6,3,-2,2,20,4,-1,0,17
O=C(O)/C=C/c1ccc(S(=O)(=O)NCc2cccnc2)cc1,1,2,12,-14,-5,5,5,-11,-2,3,11
O=C(NCCc1ccc(Cl)cc1)C1CC(=O)N(C2CCCC2)C1 (stereo unspecified),2,2,-1,-4,-4,1,-2,-12,-3,15,3
CC1CCN(Cc2cc(=O)oc3ccc4ccccc4c23)CC1,5,1,6,-32,-5,2,8,6,-4,-6,-4
COCC(=O)Nc1ccc(S(=O)(=O)Nc2nccs2)cc1,4,0,8,5,1,6,21,-3,-1,4,20
COC(=O)c1ccc(CNC(=O)COC(=O)C23CC4CC(CC(C4)C2)C3)cc1,0,3,-10,-28,-4,-1,3,-7,-3,10,15
COc1ccc2nc(NC(=O)CSc3n[nH]c(N)n3)sc2c1,-44,-4,-201,-33,10,-8,-29,24,-3,19,-164
O=c1[nH]nc(Sc2ncnc3sccc23)n1CCc1ccccc1,23,-2,44,12,7,-21,-2,48,-4,54*,29
Cc1ccccc1N1CCN(S(=O)(=O)c2nnc(NC(=O)CC(C)C)s2)CC1,·,3,25,6,·,-8,·,20,6,15,6
CC(C)C(=O)Nc1nnc(SCC(=O)NCC2CCCO2)s1 (stereo unspecified),8,-5,-4,-14,-2,7,0,-8,-19,5,22
CCN(CC(=O)NCc1cccs1)C(=O)CCC(=O)c1ccc(F)cc1,2,2,1,-21,-4,2,-4,-11,-6,-7,5
Cc1ccc(NC(=O)O/N=C/c2c(C)nn(C(C)(C)C)c2C)cc1Cl,83*,4,104*,100*,-8,-26,3,·,-5,14,91*
N#CC(C#N)=C(Nc1ccc(F)cc1)SCc1cccc(F)c1,52,-1,23,81*,2,-35,-24,46,-14,42,-16
CC(C)Cn1nc(NC(=O)c2ccco2)c2cc3ccccc3nc21,-33,-3,12,-19,2,-10,-14,16,-6,10,-34
O=C(Nc1ccc2c(c1)OCO2)c1cnc(Cl)c(Cl)c1,-60,·,-343,-4,6,13,-1,-97,·,4,-198
CN1CCc2nc(SCCOc3ccccc3)c(C#N)cc2C1,-14,6,-23,-28,-3,2,?,-9,·,-18,-86
Cc1c(Cl)cccc1NC(=O)CC(Cc1ccccc1)C(=O)O (stereo unspecified),-7,0,8,-12,1,12,7,4,-22,8,17
CS(=O)(=O)NCC(c1cccnc1)N1CCN(c2ccccc2F)CC1 (stereo unspecified),-1,0,-5,-2,7,10,0,11,-3,-3,12
CCCc1cc(=O)oc2cc(OCC(=O)Nc3cc(C)on3)ccc12,15,1,0,0,-9,-15,-5,0,·,1,14
Cc1c(C(=O)N2CCCCC2)nn(-c2ccc(Cl)cc2)c(=O)c1C#N,15,2,4,15,4,-4,-4,-18,-24,-8,10
CCN1CCN(CC(O)COc2ccc(C(C)=O)cc2)CC1 (stereo unspecified),-4,-1,-11,-3,3,1,-1,-3,-6,-14,-1

# With a hit mark in Peg3 promoter (from the list above):
SMILES	TRPM1 prom inh	NR2E3 ag-1	Peg3 promoter	NR2E3 ag-2	PDI turbidity	Vif inh	Shn3 inh set2	CaV13 FRET inh	CF NFkB inh	HIF-2a inh
Cc1ccc(NC(=O)O/N=C/c2c(C)nn(C(C)(C)C)c2C)cc1Cl	83*	4	104*	100*	-8	3	·	-5	14	91*

# Following part
SMILES,TRPM1 prom inh,NR2E3 ag-1,Peg3 promoter,NR2E3 ag-2,PDI turbidity,KKLEB cytotox,Vif inh,Shn3 inh set2,CaV13 FRET inh,CF NFkB inh,HIF-2a inh
CCCCn1c(N)c(N(CCOC)C(=O)c2cc(-c3ccco3)nc3ccccc23)c(=O)[nH]c1=O,13,2,-1,-5,-9,-15,2,-7,-6,3,8
CC(=O)Nc1nc(NCc2ccccc2Cl)n(-c2ccccc2)n1,-7,-1,26,-28,-13,-2,-6,17,-19,-3,12
c1ccc(COc2cccc(CNCc3ccccn3)c2)cc1,-22,2,-91,-23,0,10,4,-30,-4,2,-76
COc1ccc(-c2cnnc(N/N=C/c3ccc(O)cc3)n2)cc1,-12,-2,-125,-34,-7,-13,38,-7,-5,4,-49
Cc1ccc(CN2CCN(/N=C/c3ccc(C)s3)CC2)cc1,-5,-5,-11,-6,-4,17,-8,16,-2,-13,1
Cc1ccccc1-c1ccccc1N,14,3,11,-17,1,5,0,-31,0,-4,13
COC(=O)c1ccc(NC(=O)C2CCCN2S(=O)(=O)c2ccc(OC)cc2)cc1 (stereo unspecified),0,-2,16,23,-2,-1,2,-9,0,-5,19
COc1cc(C2c3c(oc4ccccc4c3=O)C(=O)N2c2ccc(C)cn2)ccc1O (stereo unspecified),·,1,-23,8,·,-3,-3,-7,2,21,-23
O=C(NCc1n[nH]c(=S)n1-c1cccc(Cl)c1)c1ccc(S(=O)(=O)N2CCCCC2)cc1,4,1,17,14,-5,-2,7,9,-2,10,13
COc1cc(CNCCc2ccccc2)cc(Cl)c1OCc1ccccc1,0,-2,90*,4,4,-9,·,82,-2,14,16
CN(Cc1ccccc1)C(=O)COC(=O)C1CCN(S(=O)(=O)c2cccs2)CC1,2,1,10,-25,-2,0,2,2,-4,-5,3
CCc1cc2ccccc2nc1SCC(=O)N1CCN(C(=O)c2ccco2)CC1,15,·,23,-12,-10,2,-10,-1,1,-12,23
CC(C)CCN(CCC(C)C)C(CO)(CO)CO,4,5,-3,34,-6,6,-6,-6,-7,-4,3
C[C@@H](NC(=O)c1nc[nH]c1C(=O)N[C@@H](Cc1ccccc1)C(=O)OCc1ccccc1)c1ccccc1,0,3,10,-4,-5,18,4,-15,-12,-20,17
CCOC(=O)c1cc2c(=O)n3cccc(C)c3nc2n(CCOC)c1=NC(C)=O,9,-1,16,-6,0,6,1,1,-2,-27,18
CCc1cc2cc(C)c(C)cc2nc1SCC(=O)NNC(=O)c1ccco1,-1,6,8,12,-5,8,-6,-10,-9,-6,3
CCCCN(C(=O)c1ccc2c(c1)OCCO2)c1c(N)n(CCCC)c(=O)[nH]c1=O,0,0,-14,-5,2,-5,0,-31,-4,6,7
Cc1nn(Cc2ccccc2Cl)c(C)c1NC(=O)Cn1nc([N+](=O)[O-])c(Cl)c1C,-3,-8,-2,-8,-11,8,5,4,·,3,10
CC(=O)Nc1ccc(S(=O)(=O)NNC(=O)c2ccc(C)cc2)cc1,-3,2,10,10,-7,0,-3,-9,-8,-22,7
